Pol eta inh = inhibitors of human DNA polymerase eta; Potency, µM (highest dose often 114 µM), for the others: at the top dose activity change, negative = inhibition, usual class: inhibitors; recombinant Pol eta, fluorescent DNA replication assay; Q9Y253; AID 588591; 390,000 compounds, 1.2% hits; also: potency is read from the fitted curve at half-maximal effect; % is scaled to controls: 0 for no effect and ±100 for the full control effect
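Pol eta at 10 nM preincubated with compounds 15 min at room temperature; reaction started with fluorescent substrate (50 nM final) and read kinetically at 0 and 10 min.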
Pin1 inhibitor = human Pin1 inhibition | Pin1 FP peptide displacement, HiFluor488, 10 min | Potency, µM (highest dose often 115 µM), inactives show at the top dose activity, negative = inhibition, usual class: inhibitors | 390,000 compounds, 0.009% hits; active = well fitted inhibition curve with a large enough effect in the polarisation, with a control signal flat, not every such curve was filed as active; inconclusive = small, poorly fitted or top-dose-only effect, or effect the other way, or a change in a side signal; inactive = no such curve, though single readings can be large or run the other way; the % refers to the polarisation; also: potency is read from the fitted curve at half-maximal effect; % is scaled to controls: 0 for no effect and ±100 for the full control effect
BAZ2B inh = inhibitors of human BAZ2B bromodomain; AID 504333; Potency, µM (doses to about 114 µM), for the others: top-dose activity change, negative = inhibition, actives largely listed as inhibitors; AlphaScreen BAZ2B-H3K14Ac peptide displacement; Q9UIF8; 360,000 compounds, 4.4% hits; also: potency is read from the fitted curve at half-maximal effect; % is scaled to controls: 0 for no effect and ±100 for the full control effect; nearly all actives have a fitted effect of over 60% in size
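Compounds, titrated to a top concentration of 110 uM, were incubated 30 min at room temperature with preformed BAZ2B/acetyl-K14 H3 peptide complex (50 nM each). Proximity signal was measured by AlphaScreen after 20 min with beads.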
JMJD2A Tudor inh = inhibitors of human JMJD2A Tudor domain; 390,000 compounds, 4.4% hits; Potency, µM (highest dose often 114 µM), for inactives: at the top dose activity change, negative = inhibition, actives largely listed as inhibitors; O75164; AID 504339; AlphaScreen JMJD2A-Tudor / H3K4me3 peptide binding; also: potency is read from the fitted curve at half-maximal effect; % is scaled to controls: 0 for no effect and ±100 for the full control effect; nearly all actives have a fitted effect of over 50% in size
Target sequence (O75164 whole entry, looked up, the tested form may be a part): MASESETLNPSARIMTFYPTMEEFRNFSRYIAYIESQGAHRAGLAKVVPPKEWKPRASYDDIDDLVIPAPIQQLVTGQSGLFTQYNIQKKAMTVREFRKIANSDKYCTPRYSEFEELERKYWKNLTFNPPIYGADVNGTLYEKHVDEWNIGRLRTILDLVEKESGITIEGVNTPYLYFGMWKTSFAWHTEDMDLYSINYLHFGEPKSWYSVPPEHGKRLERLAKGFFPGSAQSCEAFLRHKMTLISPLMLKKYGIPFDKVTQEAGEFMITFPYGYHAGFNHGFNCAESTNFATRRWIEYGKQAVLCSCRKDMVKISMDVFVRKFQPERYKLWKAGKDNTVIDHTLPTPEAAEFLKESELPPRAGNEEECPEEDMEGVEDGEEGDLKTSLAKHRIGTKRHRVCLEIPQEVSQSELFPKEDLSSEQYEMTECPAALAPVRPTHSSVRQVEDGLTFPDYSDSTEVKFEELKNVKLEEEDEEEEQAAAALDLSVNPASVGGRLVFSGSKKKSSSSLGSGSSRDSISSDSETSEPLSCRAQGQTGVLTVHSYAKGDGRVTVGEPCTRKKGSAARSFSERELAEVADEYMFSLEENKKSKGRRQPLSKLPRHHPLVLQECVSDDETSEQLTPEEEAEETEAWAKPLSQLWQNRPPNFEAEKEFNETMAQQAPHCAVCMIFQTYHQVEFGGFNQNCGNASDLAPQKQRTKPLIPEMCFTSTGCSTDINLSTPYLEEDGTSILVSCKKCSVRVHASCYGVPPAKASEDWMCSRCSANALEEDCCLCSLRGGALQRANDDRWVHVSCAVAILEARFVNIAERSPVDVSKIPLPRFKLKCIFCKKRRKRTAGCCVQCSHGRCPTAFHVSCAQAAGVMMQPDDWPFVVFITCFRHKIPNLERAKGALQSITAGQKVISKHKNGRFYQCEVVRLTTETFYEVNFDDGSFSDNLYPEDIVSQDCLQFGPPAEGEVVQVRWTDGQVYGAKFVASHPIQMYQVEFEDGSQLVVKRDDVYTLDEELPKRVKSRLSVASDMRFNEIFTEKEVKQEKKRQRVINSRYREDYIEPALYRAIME
PGK inhibitor = blocks T. brucei phosphoglycerate kinase | P07378 | PGK/GAPDH coupled, Kinase-Glo luminescence, 60 min | Potency, µM (titrated, usually from 57.5 µM), for inactives: at the top dose activity change, negative = inhibition, most hits filed as inhibitors | 380,000 compounds, 0.043% hits; also: potency is read from the fitted curve at half-maximal effect; % is scaled to controls: 0 for no effect and ±100 for the full control effect; nearly all actives have a fitted effect of over 60% in size
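Luminescent ATP detection (Kinase-Glo Plus) follows a 60-minute room-temperature incubation, with wells lacking PGK as controls. Buffer: 100 mM TEA (pH 7.6), 5 mM MgCl2, 0.01% Tween-20. Coupling enzyme GAPDH (100 nM final) supplies unstable 1,3-BPG in-well.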
G9a inh = G9a (human) methyltransferase inhibition | G9a H3K9 monomethylation, AlphaScreen, 2 h | Potency, µM (highest dose often 102 µM), for inactives: at the highest dose activity, negative = inhibition, actives largely listed as inhibitors | Q96KQ7 | AID 504332 | 350,000 compounds, 8.8% hits; also: potency is read from the fitted curve at half-maximal effect; % is scaled to controls: 0 for no effect and ±100 for the full control effect; nearly all actives have a fitted effect of over 75% in size
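Enzyme 20 nM + cpd, 15 min RT; add b-H3K9 pep 500 nM / SAM 20 uM; 2 h RT; anti-H3K9me1 Ab 0.5 ug/mL + SA donor / anti-rabbit acceptor beads 20 ug/mL each, 10 min; AlphaScreen read.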
PI4K2A block = blocks human PI4K2A kinase activity; Q9BTU6; purified PI4K2A, ADP-Glo luminescence, 1 h; stronger effect = lower value; activity change, negative = inhibition, % at 76.9 µM; 420,000 compounds, 0.13% hits; in the data active = activity change below about -50%; inconclusive = mostly about -30% to -49%;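 also: -100% = wells without enzyme as full effect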
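ADP-Glo luminescence measured ADP generated by PI4K2A enzyme (4 ug/mL before mixing) with 1.2 mM PI substrate (pre-mix) and 300 microM ATP (pre-mix). Tris pH7.5 buffer with MgCl2, Triton X-100; 1 h reaction at ambient temperature.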
HP1b chromo inh = blocks HP1-beta chromodomain binding to methylated histone tails | Potency, µM (series often up to 114 µM), inactives show at the highest dose activity change, negative = inhibition, usual class: inhibitors | 390,000 compounds, 0.56% hits | AlphaScreen HP1-beta / biotin-H3K9me3 peptide binding; also: potency is read from the fitted curve at half-maximal effect; nearly all actives have a fitted effect of over 70% in size; inactives centre near 23
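AlphaScreen: HP1-beta (50 nM) preformed 30 min with biotin-H3(1-18)K9me3 peptide (50 nM) in PBS pH 7.4, 0.01% Tween-20. Compound added for 30 min at RT, then streptavidin donor/nickel chelate acceptor beads (10 ug/mL) for 30 min.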
GLS inhibitor = glutaminase GLS (human) inhibition; Potency, µM (titrated, usually from 45.5 µM), inactives show top-dose activity change, negative = inhibition, most hits filed as inhibitors; 410,000 compounds, 0.21% hits; O94925; GLS enzymatic activity, qHTS titration; AID 624170; also: potency is read from the fitted curve at half-maximal effect; % is scaled to controls: 0 for no effect and ±100 for the full control effect
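Glutamate formation by hKGA was monitored fluorometrically using coupled glutamate oxidase, HRP and Amplex Red. Substrate was added as 1 mM L-glutamine solution; incubation was 30 min at RT after an initial read.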
* = called active by the depositor; i = inactive; u = inconclusive; x = no result given; [ ] = another dose, or the depositor's remark. Unless noted, calls follow the shape of the dose curve; as a rule, active = well fitted curve in the direction sought with a large enough effect; inconclusive = small, poorly fitted or top-dose-only effect, or another doubt; inactive = no such curve, though single readings can be large; an effect the other way counts as inactive or inconclusive. Some of the compounds tested; the hit share may differ from the screen's.

SMILES	Pol eta inh	Pin1 inhibitor	BAZ2B inh	JMJD2A Tudor inh	PGK inhibitor	G9a inh	PI4K2A block	HP1b chromo inh	GLS inhibitor
O=C(NC(=O)c1c(F)cccc1F)O/N=C1\CCCc2occc21	4.8%	4.1%	-38.9%	-20.8%	4.5%	-28.5%	1.5	30.4%	7.5%
c1ccc2c(-c3nn[nH]n3)cccc2c1	1.2%	-12.7%	-5.1%	-17.9%	0.1%	8.4%[59 µM]	0.0	21.6%	16.7%
O=C1NC(=O)C(CC(=O)N(Cc2cccs2)C2(C(=O)NC3CCCCC3)CCCCC2)N1 (stereo not given)	-11.5%	5.2%	4.8%	-19.1%	-0.2%	25.6%	-0.1	25.1%	2.4%
Cc1cccc(NC(=O)CSCC(=O)N(C)Cc2ccc(Cl)c(Cl)c2)c1	-14.3%	6.1%	-4.6%	6.7%	-1.4%	28.8%[12.7 µM]	2.1	33.5%[activator]	-0.1%
O=C(COC(=O)c1ccccc1O)Nc1cccnc1Cl	-11.6%	9.9%	6.9%	-5.9%	-1.1%	8.6%[59 µM]	-5.8	26.7%	0.2%
CCOc1cc(N2CCOCC2)c(OCC)cc1NC(=O)C1=COCCO1	-16.7%	u	-8.6%	-27.5%	2.6%	-11.0%[12.7 µM]	0.0	13.8%	20.9%
CCc1nc2ccccc2n2c(-c3ccccc3)c3c(=O)n(C)c(=O)n(C)c3c12	-24.4%	2.7%	-7.3%[57.1 µM]	18.2%	7.6%	2.9%[59 µM]	-7.6	76.4%[activator]	-2.4%
COC(=O)NNC(=O)COc1ccc2ccccc2c1Br	-9.8%	4.2%	1.5%	-8.5%	-9.6%	u	1.7	35.4%	1.9%
O=[N+]([O-])c1cccc(-c2ccc3nnc(SCc4cccnc4)n3n2)c1	33.5%[activator]	-0.5%	x	-22.8%[11.4 µM]	-2.6%	x	-1.2	5.4%	4.5%
COc1cc(/C=C2\C(=N)N3N=C(C)SC3=NC2=O)cc(OC)c1OCCOc1ccccc1C	-8.6%	23.1%	-8.7%	-26.9%	-1.2%	11.7%[0.501 µM]	3.6	-6.5%	13.3%
C/C(=N\Nc1ccc2nncn2n1)c1cccs1	-25.7%	-2.0%	-0.6%	-1.4%	i	x	-1.3	41.2%[activator]	u
Nc1c2nc(-c3ccccc3)[nH]c(=O)c2nc(=O)n1-c1ccccc1	-4.4%	37.0%[activator]	u	-33.3%	i	x	-2.8	21.7%	3.2%
O=C(NNc1ccccc1)C(CCO)C(=O)NNc1ccccc1	-9.8%	-1.8%	-4.6%	-9.2%	-6.0%	u	-4.0	49.7%[activator]	0.0%
COC(=O)c1sc(-c2ccc(Cl)cc2)cc1NC(=O)/C=C/C(=O)O	u	u	-10.6%	-7.6%	-6.0%	-28.4%	-16.9	39.9%[activator]	4.9%
COc1ccc(CNC(=O)c2ccc3nc(-c4ccc(F)cc4)c(-c4ccc(F)cc4)nc3c2)cc1	-24.0%	-1.7%	-0.3%	-4.0%	-9.7%	-2.9%[59 µM]	-16.0	34.5%	-8.7%
COc1cc(NC(=O)Cn2c(=O)n(Cc3ccccc3OC)c(=O)c3cccnc32)cc(OC)c1	-5.5%	26.4%	3.6%	-6.2%	6.3%	-13.3%[59 µM]	-1.0	16.3%	-17.5%
Cc1ccc(-n2c(CCc3nc4ccccc4[nH]3)n[nH]c2=S)cc1	-5.5%	-8.4%	-5.6%	7.94µM*	-0.2%	u	-1.2	-2.2%	-19.3%
O=C(Cc1ccc(Br)cc1)NCCCn1ccnc1	-11.5%	-9.4%	-24.9%	-13.6%	i	3.3%[59 µM]	-0.1	12.6%	1.8%
CCOC(=O)N1CCC(NC(=O)C2CCN(S(=O)(=O)N3CCCC3)CC2)CC1	-12.9%	7.7%	-3.2%	-7.5%	6.5%	-12.5%	6.7	11.0%	4.0%
Cc1nn(C(C)C(=O)NC2C(=O)N3C(C(=O)O)=C(CSc4nnnn4C)CSC23)cc1Cl (stereo not given)	20µM*	-21.3%	u	-21.0%	u	u	-6.6	41.0%[activator]	-5.3%
Oc1ccc(C(=S)N2CCCC2)cc1	-9.5%	-7.6%	-2.6%	-6.3%	-0.9%	x	-5.3	-19.3%	10.1%
CCOC(=O)CCCCCC(=O)Nc1ccc2c(c1)C(=O)N([C@@H](C)CO)C[C@H](C)[C@H](CN(C)C(=O)c1ccccc1)OCCCC[C@H](C)O2	-23.0%	x	x	x	-0.9%	x	-7.3	x	0.0%
O=C1CC2(CCCCC2)Oc2ccc(OCC(=O)N3CCOCC3)cc21	-1.6%	0.3%	5.0%	-5.1%	-10.5%	x	0.8	21.4%	0.3%
COc1cc(C(=O)N2CCN(C(=O)c3cccc4ccccc34)CC2)cc(OC)c1OC	-18.4%	-4.3%	-12.0%	-18.0%	-1.4%	16.7%	2.8	-4.0%	13.8%
CC1(C)C(=O)Nc2ccccc2N1C(=O)COc1cccnc1[N+](=O)[O-]	4.9%	-11.4%	x	-15.9%	-14.8%	-50.5%	6.3	37.5%	-9.8%
O=C(c1ccc2c(c1)N(Cc1ccc(Cl)cc1)C(=O)c1ccccc1S2=O)N1CCN(c2ccccc2F)CC1 (stereo not given)	-16.7%	5.3%	-22.7%	-8.4%	7.3%	-32.4%[59 µM]	0.4	22.8%	7.3%
O=C(Cn1cccc(C(F)(F)F)c1=O)c1ccc(Cl)cc1	-11.7%	3.2%	-9.9%	1.7%	-5.1%	20.3%	0.1	28.2%	-3.1%
COc1cc(C2Nc3cccc4cccc(c34)N2)cc(OC)c1OC(C)=O	u	u	u	u	-17.9%	12.6µM*	-18.5	u	2.5%
Cc1cc(C)c[n+](-c2nc3ccccc3nc2[N-]S(=O)(=O)c2ccc(Br)s2)c1	-5.4%	u	-1.7%	-18.8%	-3.7%	u	1.7	17.6%	0.1%
Cc1ccc(CN2CCN(CC(=O)N/N=C/c3ccccc3F)CC2)cc1	-0.1%	-1.5%	-4.2%	-32.6%	-9.1%	-22.9%	-5.4	37.6%[activator]	5.2%
COc1ccc(-c2nnc3ccc(SCC(=O)N4CCN(c5ccccc5)CC4)nn23)cc1	-6.8%	4.0%	x	u	10.0%	x	2.3	34.3%	0.4%
CC(=O)c1sc2nc(SCC(=O)NCCc3ccccc3)[nH]c(=O)c2c1C	2.6%	12.1%	-15.2%	-14.4%	-1.8%	x	-1.1	21.2%	18.8%
CCCCNC(=O)C1CCN(c2nc3ccccc3nc2C(F)(F)F)CC1	-3.4%	-1.9%	4.9%	2.9%	-0.8%	-22.4%[59 µM]	-0.9	17.4%	-14.7%
COc1ccc2nc(SC(C)C(=O)NC3CCCC3)[nH]c2c1 (stereo not given)	-9.2%	-1.5%	-3.4%	3.6%	-2.8%	-29.9%	-2.1	31.1%	-18.1%
CC(C)NC(=O)CCSc1nc(-c2ccc3c(c2)OCO3)cc(C(F)(F)F)n1	-6.3%	-1.6%	-0.6%	5.8%	i	11.4%[59 µM]	2.0	31.9%	-13.0%
CCC(C)NC(=O)CCCCCn1c(=O)[nH]c2cc(OC)c(OC)cc2c1=O (stereo not given)	-10.7%	-2.6%	10.1%	-12.6%	-5.6%	-11.0%[2.33 µM]	4.7	15.9%	x
COc1ccc(C(=O)Nc2cccnc2)cc1S(=O)(=O)N1CCOCC1	-3.7%	-9.9%	-2.2%	11.6%	6.0%	-1.5%[59 µM]	-14.9	30.8%	x
CC(Oc1ccccc1)C(=O)NNC(=O)c1cccs1 (stereo not given)	-9.6%	-0.5%	-6.5%	-8.5%	8.7%	x	2.1	35.6%	12.4%
CCN(CC)C(=S)Nc1ccc2nc3n(c(=O)c2c1)CCCCC3	-15.4%	-3.8%	-15.3%	0.7%	3.7%	-3.3%	-0.5	21.0%	-18.0%
Cc1cc(NC(=O)c2ccc(Cl)c([N+](=O)[O-])c2)no1	-19.0%	-5.2%	3.2%	-15.3%	-2.5%	x	-6.4	18.0%	-1.1%
CN(C(=O)COc1ccccc1)C1CCS(=O)(=O)C1 (stereo not given)	-11.0%	-2.7%	-21.2%	-2.7%	-7.8%	-0.1%	5.4	-14.1%	-16.0%
CCC(c1nnc(SCC(=O)N2CC(=O)Nc3ccccc32)n1Cc1ccccc1)N(C)C (stereo not given)	1.9%	7.6%	-5.4%	-22.5%	-9.6%	6.4%	-4.1	18.3%	-1.0%
Nn1c(C2COc3ccccc3O2)n[nH]c1=S (stereo not given)	-6.1%	-8.3%	u	8.91µM*	i	2.82µM*	-11.3	-16.8%	5.2%
COCCCNC(=O)c1c(NC(=O)C2COc3ccccc3O2)sc2c1CCCC2 (stereo not given)	1.7%	2.2%	4.6%	-13.7%[11.4 µM]	i	18.0%[12.7 µM]	5.4	46.5%[activator]	-12.3%
CCOC(=O)CSc1nc2ccc(NC(=O)c3ccccc3F)cc2s1	-23.6%	51.4%[activator]	11.7%	14.9%	5.8%	-1.5%[59 µM]	-7.7	67.7%[activator]	-1.2%
Cc1[nH]c(SCC(=O)Nc2cc(S(C)(=O)=O)ccc2Cl)nc1Cc1ccccc1	-14.8%	-0.2%	-0.5%	-32.8%	8.3%	16.6%[2.33 µM]	-5.7	10.0%	7.0%

Screens (PubChem)
